# DAGLB inhibitor = blocks human DAGLB lipase activity | Q8NCG7 | HEK293T DAGLB membrane lysate, EnzChek fluorogenic substrate | inhibition, % at 5.17 µM | 0.059% of 340,000 active; in the data active = inhibition above about 34%;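 also: 0% = enzyme with vehicle and 100% = wells lacking enzyme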
# Pemphigus Ab inh = blocks pemphigus antibody binding to human desmoglein-3; P32926; DSG3-coupled beads, scFv-anti-DSG3-GFP binding, flow cytometry; stronger effect = lower value; binding (percent of control), % at 10 µM; 0.48% of 310,000 active; AID 588358;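 active = binding more than 3 SD below its plate's average and above zero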;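 also: hits lower antibody fragment binding to DSG3; some compounds called inactive have numbers as strong as hits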
# CAL PDZ FP-1 = human CAL PDZ-peptide interaction inhibition; 0.02% of 330,000 active; inhibition, % at 20 µM; purified CAL PDZ, TMR-peptide fluorescence polarization, 1 h; AID 504414;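 active = highest replicate inhibition of at least 40%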;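 also: plate controls were DMSO neutral control wells for no effect and unlabeled competitor peptide control wells for full effect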
#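 Material: tagged CAL PDZ protein CerCALP, purified; buffer or medium: sodium phosphate/NaCl buffer pH 7.4 with TCEP, IgG, Thesit; also added: fluorescent TMR peptide probe; schedule: 1 h incubation at room temperature before polarization reading; technique: fluorescence polarization from S- and P-plane intensities, G-factor corrected; control set: unlabelled peptide and DMSO controls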
# Arrestin-AP2 inh = inhibitors of human beta-arrestin and AP2 interaction. FITC-arrestin peptide / GST-AP2 beads, flow cytometry; AP2 beta2 appendage carries R879A mutation. inhibition, % at 10 µM. 0.31% of 340,000 active. AID 504490;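 active = inhibition above a set limit, near 3 SD of compounds lacking own fluorescence, cut at about 54% in these data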;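 also: plate controls were DMSO wells for no effect and 5 µM unlabelled arrestin peptide for full effect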
#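 System: GST-AP2 R879A glutathione beads. Medium: PBS with 0.05% Tween 20 and 0.1% BSA. Also added: FITC-arrestin peptide, 50 nM. Incubation: 12 min plus 1 h, RT. Measured by: high-throughput flow cytometry of beads, ex 488, em 535 nm. Evaluation: percent drop in bead-associated FITC signal.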
# V-ATPase pHluor = regulators of yeast V-ATPase proton transport | S. cerevisiae, pHLuorin cytosolic pH fluorescence | response, % at 10 µM | 0.37% of 350,000 active; in the data active = response mostly above about 7.3%, no sharp cut-off; inactive = mostly below about 5.4%; also: actives read high; inactives centre near 0; some compounds called inactive have numbers as strong as hits
# CAL PDZ FP-2 = CAL PDZ (human) peptide binding inhibition; Q9HD26; purified CAL PDZ, TMR-peptide fluorescence polarization, 1 h; inhibition, % at 24.9 µM; 0.92% of 300,000 active; AID 602252;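 active = mean inhibition of at least 30% with at least half of replicates also reaching 30%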;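 also: 0% = DMSO neutral control and 100% = excess unlabeled competitor peptide PRC23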
# NSD2 HMT inh = NSD2 (human) methyltransferase inhibition | O96028 | inhibition, % at 12.5 µM | 0.54% of 310,000 active | NSD2 peptide methylation, AlphaScreen, 120 min; in the data active = inhibition above about 50%
# LANA DNA inh = inhibitors of KSHV LANA C-terminal domain DNA binding | MBP-C-LANA/FAM-LBS DNA binding, fluorescence polarization | inhibition, % at 9 µM | 0.078% of 340,000 active;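 active = highest replicate inhibition at or above 60% at 9 µM, even if other replicates fall short; inactive = all replicates below 60% inhibition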;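 also: 0% = neutral control wells and 100% = 4 µM acridine orange control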
# RTF Ca sens inh = cardiac RTF calcium desensitization. IANBD-labeled cardiac RTF, Ca2+ fluorescence. inhibition, % at 7.15 µM. 0.12% of 340,000 active. AID 493244;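 active = inhibition above the mean inhibition of all tested compounds plus 3 SD, cut at about 17% in these data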;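 also: assay run at fixed EC70 calcium of 1.6 mM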
# Keap1-Nrf2 PPI = Keap1-Nrf2 (human) interaction inhibition. Q14145. Keap1 Kelch-Nrf2 peptide fluorescence polarization, 1536-well. inhibition, % at 9.4 µM. 0.15% of 340,000 active; in the data active = inhibition above about 12%;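 also: human Keap1 Kelch domain with fluorescein labeled Nrf2 9mer peptide probe; 0% = neutral control wells and 100% = peptide positive control; higher means more block of Keap1 binding to Nrf2 peptide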
# Target sequence (Q14145 whole entry, looked up, the tested form may be a part): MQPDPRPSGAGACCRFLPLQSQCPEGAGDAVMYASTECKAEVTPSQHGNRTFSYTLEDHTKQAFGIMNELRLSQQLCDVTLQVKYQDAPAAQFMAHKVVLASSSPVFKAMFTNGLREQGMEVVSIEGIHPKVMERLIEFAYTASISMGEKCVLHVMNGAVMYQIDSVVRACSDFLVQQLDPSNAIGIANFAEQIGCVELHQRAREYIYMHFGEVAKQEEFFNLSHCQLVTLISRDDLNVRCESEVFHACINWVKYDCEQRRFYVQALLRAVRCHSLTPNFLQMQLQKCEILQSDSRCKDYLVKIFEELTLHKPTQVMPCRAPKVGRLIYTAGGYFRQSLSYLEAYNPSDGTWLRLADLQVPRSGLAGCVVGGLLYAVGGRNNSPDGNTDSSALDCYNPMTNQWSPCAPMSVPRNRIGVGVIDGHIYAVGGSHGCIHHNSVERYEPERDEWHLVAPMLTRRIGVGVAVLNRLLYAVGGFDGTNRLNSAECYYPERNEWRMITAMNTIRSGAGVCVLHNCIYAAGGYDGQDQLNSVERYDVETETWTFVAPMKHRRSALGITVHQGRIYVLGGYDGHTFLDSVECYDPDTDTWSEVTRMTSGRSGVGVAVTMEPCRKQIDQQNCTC
# Active calls of the source: *; x = not tested or not shown. An excerpt; count on the stated rates, not on these rows.
SMILES,DAGLB inhibitor,Pemphigus Ab inh,CAL PDZ FP-1,Arrestin-AP2 inh,V-ATPase pHluor,CAL PDZ FP-2,NSD2 HMT inh,LANA DNA inh,RTF Ca sens inh,Keap1-Nrf2 PPI
O=C(COC(=O)c1ccc([N+](=O)[O-])s1)Nc1ccc(Cl)cn1,0,92,-2.8,4,4,-1,11,-0.5,-2,-4
Nc1nc(SCC(=O)N2CCCc3ccccc32)[nH]c(=O)c1-c1ccccc1,1,84,-2.1,7,2,-1,1,-2.2,-6,0
CCOC(=O)c1c(C)nc2sc3c(c2c1-c1ccc(OC)cc1)NC(c1ccccc1)NC3=O (configuration not stated),1,105,x,5,3,-7,-1,-0.3,-17,3
O=C1/C(=C/c2ccccn2)SC(=S)N1c1cccc(O)c1,-9,97,-0.5,16,1,10,-3,-0.2,-9,1
CCCNC(=S)N(Cc1cc2cc(C)ccc2n2nnnc12)CC(C)(C)CN(C)C,-1,116,-0.6,1,4,-1,11,3.1,3,4
COC(=O)c1[nH]c2ccc(F)cc2c1NS(=O)(=O)c1ccc(OC)cc1OC,-3,105,-2.1,-1,-2,0,x,-0.3,-2,-6
COCCn1c(SC)nnc1-c1c[nH]c2ccccc12,-1,105,0.2,17,-5,2,x,2.1,-6,-1
Cc1nnc(SCC(=O)NC(C)(C)C)n1NCc1ccc(Cl)cc1,-1,90,-0.2,-2,2,5,-8,-0.5,-11,-2
Cc1cc(C(=O)CC#N)c(C)n1-c1ccc(OC(F)F)cc1,-2,104,-1.3,17,-3,-2,4,-1.3,4,-1
O=C(NNC(=O)C1CC1c1ccccc1)Nc1cccc(Cl)c1 (configuration not stated),-3,101,-0.8,1,6,-4,0,0.3,3,7
CCOc1ccc(-c2nnc(-c3cccs3)o2)cc1,-19,100,-2.3,-5,-1,1,2,0.7,-1,0
O=C(O)c1ccc(NC(=S)NC(=O)c2cncc(Br)c2)cc1,7,120,-0.7,15,-3,-4,2,-1.3,-2,3
Cc1nn(CCOc2cccc(Cl)c2)c(C)c1[N+](=O)[O-],-3,x,-3.5,9,0,0,-1,0.4,-7,1
O=C(Cn1nc(C(=O)O)c2ccccc2c1=O)Nc1cccc(S(=O)(=O)N2CCCCC2)c1,0,104,-1.4,2,-4,-4,-4,-7.7,3,2
CC(=O)c1ccc(OCC(O)CN2CCCC(C)C2)cc1 (configuration not stated),-1,102,0.3,-1,0,0,x,-0.5,-1,-3
C=CCn1c(-c2cccc(S(=O)(=O)N(CC)CC)c2)n[nH]c1=S,-1,102,-9.6,-17,-2,0,1,0.1,3,-1
O=C(c1ccc(CNc2c(N3CCOCC3)c(=O)c2=O)cc1)N1CC=C(c2ccccc2)CC1,1,105,0.3,6,0,x,x,-0.4,-3,-2
CC1CCN(C(=O)Cn2nnc(-c3cccs3)n2)CC1,0,94,-1.9,15,-2,1,0,-0.7,5,-7
O=C(CSc1ncnc2sc3c(c12)CCC3)Nc1ccccc1C(=O)O,5,101,-1.3,5,-1,-4,8,2.5,5,4
O=C(O)C12C[C@H]3C[C@@H](C1)CC(n1ncc(N4CCN(c5ccccc5)CC4)c(Cl)c1=O)(C3)C2,3,101,0.4,20,-2,-2,-3,1.1,-6,4
O=C(NNC(=O)c1cccnc1)Nc1ccccc1,0,103,-1.0,2,-2,-1,1,-1.2,-9,-5
Cc1ccc(OCCOCCN2CCCC2)c(Br)c1,-2,115,-0.7,32,-2,-2,4,0.4,6,3
O=C(NCCc1ccccc1)C1CCC(CNS(=O)(=O)c2ccccc2)CC1 (configuration not stated),-1,100,0.3,18,4,x,-7,-0.9,-11,5
CSc1ccc(S(=O)(=O)N2CCC(C(=O)NCC3CCCO3)CC2)cc1 (configuration not stated),2,x,-2.8,-12,1,-4,12,0.4,2,-1
N#Cc1cccc(N=Cc2c(O)ccc3ccccc23)c1,1,132,-3.3,-14,-7,5,0,2.0,-13,-4

# Taken from above:
# CC1CCN(C(=O)Cn2nnc(-c3cccs3)n2)CC1 in CAL PDZ FP-2 → 1
# O=C(NNC(=O)C1CC1c1ccccc1)Nc1cccc(Cl)c1 (configuration not stated) in Keap1-Nrf2 PPI → 7

# Further compounds:
SMILES,DAGLB inhibitor,Pemphigus Ab inh,CAL PDZ FP-1,Arrestin-AP2 inh,V-ATPase pHluor,CAL PDZ FP-2,NSD2 HMT inh,LANA DNA inh,RTF Ca sens inh,Keap1-Nrf2 PPI
CCCCNc1c(-c2cccc(Sc3ccc(OC)cc3)c2)nc2ccccn12,-6,x,-1.9,19,2,-2,x,-1.0,0,0
Cc1cn(-c2ccccc2)c(C)c1/C=N\Nc1nc(N2CCOCC2)nc(N2CCOCC2)n1,-1,88,-2.1,7,2,-2,3,-0.3,12,-1
CCc1nnc(NC(=O)CCC(=O)N2CCN(c3cc(Cl)ccc3C)CC2)s1,1,102,-0.2,-1,3,6,3,-0.5,-6,0
Cc1ccc(O)c(C(=O)CC(=O)c2ccccc2Cl)c1,-6,102,0.2,-1,0,x,1,0.6,-5,-1
O=C(CSc1nnc2ccccn12)NNC(=O)c1ccccc1F,-2,x,1.0,-3,-6,8,7,-3.6,-6,1
COc1cccc2cc(-c3csc(NC(=O)CCC(=O)NCCCN4CCC(C)CC4)n3)c(=O)oc12,0,107,-7.2,15,-2,-7,0,0.3,3,-6
Cc1cccc(C(=O)Nc2nnc(SCC(=O)Nc3ccc4c(c3)oc3ccccc34)s2)c1,1,99,-1.3,-8,3,-2,x,-1.5,-19,-3
CN(CC(=O)Nc1ccc(F)cc1)C(=O)Cn1cnc2ccc(Cl)cc2c1=O,-1,x,-1.1,-4,-2,-2,0,-0.9,-4,-2
Cc1ccc(S(=O)(=O)NCC(=O)N(CC(=O)NCc2ccccc2)CC2CCCO2)cc1 (configuration not stated),-3,x,-2.6,5,3,3,-4,0.3,-8,2
CN(C)c1ccc(/C=N/Nc2cccc(C(=O)O)c2)cc1,2,91,1.5,20,0,-4,1,-0.2,-8,-9
COc1cc(C(=O)c2nccc3cc(OC)c(OC)cc23)c([N+](=O)[O-])cc1OC,-3,106,0.3,15,-2,-1,54*,1.4,-15,-3
Cc1nc(C(=O)NCCO)cc2c1[nH]c1ccccc12,-9,112,-1.4,39,2,-4,-2,1.7,-9,6
CC(C)Oc1cccc(C(=O)C2CCCN(C(=O)c3ccc4c(c3)OCO4)C2)c1 (configuration not stated),-7,90,-2.3,-8,1,-3,-1,-0.5,-3,3
C#CCOc1ccc(/C=C2/C(=O)NN(c3ccccc3)C2=O)cc1OC,5,82*,-1.8,-16,-4,x,0,-0.5,-2,-4
CSc1nnc(C2CCN(CC(=O)Nc3ccccc3N3CCOCC3)CC2)n1C(C)C,0,111,-2.9,-3,1,-2,-2,0.8,3,-1
COc1ccc(CNC(=O)C2CCN(S(=O)(=O)c3ccc(N4CCCC4=O)cc3)CC2)cc1,-5,100,x,x,1,x,-1,x,x,x
COC(=O)c1c(C)oc(C)c1S(=O)(=O)NCc1cccs1,0,102,-0.3,5,1,x,-1,1.2,3,-2
Cc1ccc(C(=O)COC(=O)CCNS(=O)(=O)c2ccccc2F)cc1,2,x,-2.1,1,2,0,-2,2.0,-10,-1
O=C(NCc1ccccn1)c1ccc2ccccc2n1,-1,100,0.7,1,0,4,x,-1.3,-2,5
COc1ccc(C(=O)Nc2c(N)nc[nH]c2=O)cc1,-2,110,-0.2,13,2,-3,-1,1.2,-3,1
Cc1ccc(NC(=O)CSc2nc3ccccc3c(=O)n2CCCC(=O)NCC2CCCO2)cc1 (configuration not stated),-2,x,-2.2,-4,0,-3,-7,0.9,-9,-2
C=CCOc1ccc(CN(C)CC(=O)Nc2ccc3c(c2)CCC3)cc1,-10,101,0.0,-9,-2,-5,-1,0.3,-10,-7
CCn1c(SCC(=O)NC2CCCCC2)nnc1-c1cccnc1,0,108,0.1,10,-5,3,2,1.9,-3,0
O=C(NCCc1ccccc1)C(=O)NCC1OCCN1S(=O)(=O)c1ccc([N+](=O)[O-])cc1 (configuration not stated),4,83,-2.4,-9,1,-3,-1,-0.2,-8,-2
O=C(CSc1ccc(F)cc1)N1CCOCC1,-2,100,-0.6,4,0,-4,0,0.9,1,-1

# An excerpt from above in order of their number in CAL PDZ FP-1, lowest first:
structure	CAL PDZ FP-1
Cc1ccc(NC(=O)CSc2nc3ccccc3c(=O)n2CCCC(=O)NCC2CCCO2)cc1 (configuration not stated)	-2.2
Cc1ccc(C(=O)COC(=O)CCNS(=O)(=O)c2ccccc2F)cc1	-2.1
CCc1nnc(NC(=O)CCC(=O)N2CCN(c3cc(Cl)ccc3C)CC2)s1	-0.2

# Remaining list, next part.
SMILES,DAGLB inhibitor,Pemphigus Ab inh,CAL PDZ FP-1,Arrestin-AP2 inh,V-ATPase pHluor,CAL PDZ FP-2,NSD2 HMT inh,LANA DNA inh,RTF Ca sens inh,Keap1-Nrf2 PPI
O=C1CC(=O)CC(c2ccccc2Cl)C1,6,101,-0.9,33,-3,-3,0,2.1,5,1
COc1ccc(NC(=O)CN(C)C2CCCCC2)c([N+](=O)[O-])c1,0,103,0.9,-13,1,-4,4,0.4,-2,-6
Cn1cc(Cl)c(C(=O)Nc2nc3ccc([N+](=O)[O-])cc3s2)n1,-3,88,-1.9,13,1,-2,0,0.7,-22,2
Cc1cc(=O)oc2cc(O)c(N=Nc3ccccc3)cc12,2,91,0.5,-5,-1,-1,3,-0.4,2,-4
CC(=O)Oc1ccc(C(=O)Cc2ccccn2)c(O)c1,-1,119,-1.7,0,-5,-1,2,-1.0,-1,-4
Cc1ccc(N2C(=O)[C@@H]3C(C(=O)CN4C(=O)c5ccccc5C4=O)=NN[C@@H]3C2=O)c(C)c1,x,106,x,-3,3,x,0,x,x,x

# 3 of these compounds in another layout.
Structure | DAGLB inhibitor | Pemphigus Ab inh | CAL PDZ FP-1 | Arrestin-AP2 inh | V-ATPase pHluor | CAL PDZ FP-2 | NSD2 HMT inh | LANA DNA inh | RTF Ca sens inh | Keap1-Nrf2 PPI
COc1ccc(NC(=O)CN(C)C2CCCCC2)c([N+](=O)[O-])c1 | 0 | 103 | 0.9 | -13 | 1 | -4 | 4 | 0.4 | -2 | -6
CC(=O)Oc1ccc(C(=O)Cc2ccccn2)c(O)c1 | -1 | 119 | -1.7 | 0 | -5 | -1 | 2 | -1.0 | -1 | -4
O=C1CC(=O)CC(c2ccccc2Cl)C1 | 6 | 101 | -0.9 | 33 | -3 | -3 | 0 | 2.1 | 5 | 1

# Bioassay records deposited in PubChem BioAssay by several laboratories.
